PfHsp40 rescue: rescue of yeast from PfHsp40 toxicity, primary screen, S. cerevisiae, ATP luminescence | S. cerevisiae expressing PfHsp40, growth rescue | growth rescue, % at 12.5 µM | 340,000 compounds, 0.68% hits | AID 504582, 2011; in the data active = growth rescue above about 28%, passing the limit was not always enough; inconclusive = no clear call, values can overlap the other calls;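 also: yeast W303a lacking pdr1 and pdr3 grown in galactose medium; growth measured after three days at 30 °C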
GDH-TPI inh: GDH-TPI coupling enzyme inhibitors, primary screen, artefact control for M. tuberculosis FBA inhibitor project, biochemical, absorbance, full deck | GDH-TPI coupled enzyme counterscreen, NADH absorbance | inhibition, % at 4.8 µM | AID 588335, 2011 | 360,000 compounds, 1.2% hits; in the data active = inhibition above about 30%;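 also: 0% = DMSO wells and 100% = wells lacking the enzyme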
Anthrax LF inh2: Bacillus anthracis LF protease inhibitors, primary screen, biochemical, multiplex microsphere, MLPCN library | multiplex microsphere protease cleavage assay | inhibition, % at 10 µM | 360,000 compounds, 0.12% hits | AID 588501, 2011; also: plate controls were buffer without enzyme for full effect and enzyme alone for no effect
FadD28 binding: inhibitors of FadD28 bisubstrate probe binding, primary screen, biochemical, fluorescence polarization, single point; Mycobacterium tuberculosis FadD28 fatty-acid-AMP ligase; inhibition, % at 12.5 µM; 360,000 compounds, 0.22% hits; in the data active = inhibition above about 8.5%, passing the limit was not always enough; inconclusive = no clear call, values can overlap the other calls
BoNT F protease: BoNT/F light chain protease inhibitors, primary screen, biochemical, flow cytometry, MLPCN library; AID 588497, 2011; Multiplex microsphere protease cleavage assay; Botulinum neurotoxin type F light chain protease (Clostridium botulinum); 360,000 compounds, 0.22% hits; inhibition, % at 10 µM; in the data active = inhibition above about 35%, passing the limit was not always enough; inconclusive = no clear call, values can overlap the other calls; also: plate controls were buffer without enzyme for full effect and enzyme alone for no effect
Mtb BioA inh: M. tuberculosis BioA enzyme inhibitors, primary screen, biochemical, plate reader, single point, HTS; 7,8-diaminopelargonic acid synthase BioA (Mycobacterium tuberculosis); purified M. tuberculosis BioA enzyme; inhibition, % at 9.99 µM; 360,000 compounds, 0.096% hits; AID 602481, 2012; in the data active = inhibition above about 40%; inconclusive = no clear call, values can overlap the other calls
Mtb FBA inh: Mtb FBA enzyme inhibitors, primary screen, biochemical, fluorescence, strain H37Rv. 360,000 compounds, 2.3% hits. inhibition, % at 1 µM. Fructose-bisphosphate aldolase (Mycobacterium tuberculosis (strain ATCC 25618 / H37Rv)), …. purified M. tuberculosis FBA, fluorescence read-out; in the data active = inhibition above about 27%;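 also: 0% = vehicle and 100% = reference inhibitor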
Target sequence (P9WQA3 whole entry, looked up): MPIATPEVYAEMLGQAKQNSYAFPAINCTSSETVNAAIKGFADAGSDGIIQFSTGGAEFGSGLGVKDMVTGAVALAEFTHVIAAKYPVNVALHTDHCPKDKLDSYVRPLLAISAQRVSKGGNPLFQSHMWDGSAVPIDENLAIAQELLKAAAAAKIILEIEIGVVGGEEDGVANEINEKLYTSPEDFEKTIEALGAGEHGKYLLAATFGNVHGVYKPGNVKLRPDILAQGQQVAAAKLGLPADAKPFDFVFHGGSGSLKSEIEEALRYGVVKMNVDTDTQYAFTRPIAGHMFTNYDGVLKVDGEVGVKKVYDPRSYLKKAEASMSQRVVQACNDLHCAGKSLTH
UGM FP inh: M. tuberculosis UGM enzyme inhibitors, primary screen, biochemical, fluorescence polarization, single point; UDP-galactopyranose mutase (Mycobacterium tuberculosis (strain ATCC 25618 / H37Rv)), …; purified UGM, fluorescence polarization probe displacement; inhibition, % at 10 µM; 320,000 compounds, 0.06% hits; in the data active = inhibition above about 10%, passing the limit was not always enough; inconclusive = no clear call, values can overlap the other calls
Target sequence (P9WIQ1 whole entry, looked up): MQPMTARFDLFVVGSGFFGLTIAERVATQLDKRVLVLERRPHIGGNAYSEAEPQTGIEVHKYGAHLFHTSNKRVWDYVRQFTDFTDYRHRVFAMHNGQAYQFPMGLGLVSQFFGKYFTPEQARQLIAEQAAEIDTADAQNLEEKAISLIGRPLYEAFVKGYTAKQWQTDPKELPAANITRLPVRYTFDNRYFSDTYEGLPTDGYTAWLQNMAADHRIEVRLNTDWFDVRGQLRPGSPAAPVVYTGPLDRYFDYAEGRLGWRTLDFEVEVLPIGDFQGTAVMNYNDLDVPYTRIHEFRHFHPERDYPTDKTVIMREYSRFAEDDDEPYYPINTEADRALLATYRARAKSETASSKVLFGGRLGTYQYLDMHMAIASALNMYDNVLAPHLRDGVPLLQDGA
BoNT A protease: BoNT/A light chain protease inhibitors, primary screen, biochemical, flow cytometry, MLPCN library; inhibition, % at 10 µM; AID 588499, 2011; Botulinum neurotoxin type A light chain protease (Clostridium botulinum A str. ATCC 3502); 360,000 compounds, 0.17% hits; multiplex microsphere protease substrate cleavage; also: plate controls were buffer without enzyme for full effect and enzyme alone for no effect
* hit, by the source's call; ? = inconclusive; / = not tested or not shown; & = joins results of further samples. Rule as the data show it, unless noted: active = inhibition above about 30%; inconclusive = no clear call, values can overlap the other calls; inactive = below that.

SMILES	PfHsp40 rescue	GDH-TPI inh	Anthrax LF inh2	FadD28 binding	BoNT F protease	Mtb BioA inh	Mtb FBA inh	UGM FP inh	BoNT A protease
CCC(C)(C)NC(=O)C(c1cccc(OC)c1)N(C(=O)c1ccn[nH]1)c1cccc(OC)c1 (configuration not stated)	2.5	1	-7	-3.1	-2	0.8	1	-1.3	0.8
CC(/C=N/N1CCN(Cc2ccccc2)CC1)=C\c1ccccc1	0.6	2	-5	-1.4	1	/	-1	2.1	-2.4
Clc1ccc2scc(CN3CCCCC3)c2c1	-0.4	8	0	-0.5	-1	-1.1	4	0.9	0.2
COc1ccccc1CNC(=O)C(c1ccccc1)c1ccccc1	-0.8	-1	-12	0.1	-18	-2.0	-1	0.0	0.7
COC(C(=O)NNS(=O)(=O)c1ccccc1[N+](=O)[O-])c1ccccc1 (configuration not stated)	0.0	1	/	-0.7	/	-0.9	-1	/	/
Cc1onc(-c2ccc(Cl)cc2)c1-c1ccnc(SCC(=O)Nc2ccc(C(C)C)cc2)n1	0.7	-2	-5	-4.1	?	/	-3	-1.4	?
CCc1nc2ccc(C(=O)NCc3ccc(C)o3)cc2nc1CC	-0.5	10	-3	-0.6	-1	/	-1	-3.2	-1.0
N#CCC(=O)Nc1ccc(C(=O)OCC(=O)NC2CCCCCC2)cc1	-1.5	-5	2	2.1	7	0.0	2	/	-0.1
O=C(CNCCO)N1N=C(c2cccs2)CC1c1cccs1 (configuration not stated)	-1.3	5	-4	-2.7	-2	/	1	2.1	0.4
Cc1cnc(NC(=O)CSc2nnc(-c3ccncc3)n2C2CCCCC2)s1	3.5	2	-3	0.2	3	0.0	1	0.9	1.5
COc1ccc(C(C(=O)NC2CCCC2)N(C(=O)c2snc(C(N)=O)c2N)c2ccccc2OC)cc1OC (configuration not stated)	-1.6	16	1	-2.0	6	-0.5	8	1.7	0.9
Cc1ccc(C(=O)NCc2ccc(N3CCN(C(=O)OC(C)(C)C)CC3)cc2)cc1	-0.7	10	-3	-1.3	-4	-2.1	-3	-3.2	?
Cn1c(CO)cnc1SCc1c(Cl)cccc1Cl	0.3	15	-1	-0.7	-1	0.0	-2	-4.1	?
CCC(=O)Nc1ccc2c(c1)ncn2-c1ccc(C)cc1	0.6	-4	-2	-2.8	0	16	5	-0.8	0.2
Cc1cc(C)c(NC(=O)C2CCN(S(C)(=O)=O)CC2)c(C)c1	/	0	-4	-1.5	-6	-1.1	1	/	0.0
N#CC1=C(N)OC2=C(C(=O)CC(c3ccco3)C2)C1c1ccc(OCc2c(F)cccc2Cl)cc1 (configuration not stated)	0.2	9	-1	-1.1	-11	-0.9	0	0.5	-0.6
CCCn1c(N)c(N(CCOC)C(=O)c2ccccc2)c(=O)[nH]c1=O	-1.2	-3	0	-0.7	8	5.0	-1	0.9	1.9
COc1ccc(NC(=O)C(=O)NCCC2CCCCN2S(=O)(=O)c2cccs2)cc1 (configuration not stated)	0.6	-1	-6	-2.7	-8	-1.5	-2	-1.2	-0.4
CCOC(=O)CN1C(=O)CC(c2ccccc2)C1=O (configuration not stated)	-0.6	3	-12	0.0	?	-5.2	4	-0.3	-1.4
CCOc1ccccc1Nc1nc(N)nc(CSc2nncn2C)n1	0.1	-6	-5	-1.9	1	/	1	1.6	0.3
CCOC(=O)c1ccc(NC(=O)c2ccnn2C)cc1	-0.9	12	0	-1.8	?	-2.9	0	1.9	6.6
OCC1(Cc2ccccc2F)CCCN(CC2CCCCC2)C1 (configuration not stated)	-0.9	0	-2	-3.0	?	1.4	-1	-1.8	0.6
COc1ccc(/C=N/NC(=O)CCN2CCN(c3ccccc3)CC2)c(OC)c1OC	-0.3	0	-1	-2.1	1	-1.2	-1	-1.5	-0.6
CCCn1c(=O)c2ccccc2n2c(SCC(=O)NCc3cccs3)nnc12	-1.0	5	5	1.3	34	2.1	4	-0.5	1.7
Cc1ccc(C)c(SCC(=O)Nc2cccnc2Cl)c1	0.1	-6	4	-2.7	-4	/	1	3.5	-0.4
CCOc1ccc(C(=O)Nc2nnn(CC)n2)cc1	0.7	-6	4	-3.3	23	1.2	-1	0.7	-1.4
O=c1c(-c2ccc(Cl)cc2)c[nH]n1-c1ccccc1	-1.1	-4	13	-1.5	-1	-1.4	-1	-0.6	-1.8
COc1ccc(CNC(=O)C(=O)c2cn(CC(=O)N3CCCC3)c3ccccc23)cc1	0.3	13	-7	-5.4	-8	-0.3	-2	1.9	-0.8
O=c1c([N+](=O)[O-])c(O)c2cccc3c2n1CCC3	-0.1	1	10	-3.0	8	0.9	1	6.1	-1.9
C=C(CCO)C1=CCN(S(=O)C(C)(C)C)[C@H]1CCO (some centres not stated)	1.1	5	0	0.2	-4	-1.0	7	/	-0.2
COc1cc(CNC(C)(C)C)ccc1OCC(=O)NC(C)(C)C	0.6	4	1	-2.6	3	/	8	3.0	0.0
Cc1ccccc1-c1nnn(Cc2ccc(F)cc2Cl)n1	6.5	1	1	-1.2	4	-0.7	-1	0.3	-2.9
CN(C)c1c(F)cc(-c2nn[nH]n2)cc1F	-0.3	6	-4	-0.9	10	/	-3	-4.0	1.5
Cc1cc(-c2nnc(CCC(=O)NC(C)(C)C34CC5CC(CC(C5)C3)C4)o2)no1	1.5	1	-3	0.0	-20	0.3	0	-3.6	-4.6
O=C(CN1CCN(c2ccccn2)CC1)N1c2ccccc2CCc2ccccc21	-1.4	-9	-3	-1.4	-1	3.5	3	1.1	-0.4
Cc1ccc(-n2nc3c(c2NC(=O)c2cccs2)CS(=O)(=O)C3)cc1	1.0	13	-2	-0.5	-2	-2.2	6	0.2	0.5

Record cards, from the list above.
O=c1c(-c2ccc(Cl)cc2)c[nH]n1-c1ccccc1 is entered as PfHsp40 rescue = -1.1; GDH-TPI inh = -4; Anthrax LF inh2 = 13; FadD28 binding = -1.5; BoNT F protease = -1; Mtb BioA inh = -1.4; Mtb FBA inh = -1; UGM FP inh = -0.6; BoNT A protease = -1.8
Cc1ccccc1-c1nnn(Cc2ccc(F)cc2Cl)n1 is entered as PfHsp40 rescue = 6.5; GDH-TPI inh = 1; Anthrax LF inh2 = 1; FadD28 binding = -1.2; BoNT F protease = 4; Mtb BioA inh = -0.7; Mtb FBA inh = -1; UGM FP inh = 0.3; BoNT A protease = -2.9
O=c1c([N+](=O)[O-])c(O)c2cccc3c2n1CCC3 is entered as PfHsp40 rescue = -0.1; GDH-TPI inh = 1; Anthrax LF inh2 = 10; FadD28 binding = -3.0; BoNT F protease = 8; Mtb BioA inh = 0.9; Mtb FBA inh = 1; UGM FP inh = 6.1; BoNT A protease = -1.9

Continued.
SMILES	PfHsp40 rescue	GDH-TPI inh	Anthrax LF inh2	FadD28 binding	BoNT F protease	Mtb BioA inh	Mtb FBA inh	UGM FP inh	BoNT A protease
CCCc1cc(=O)oc2cc(OC3CCCCC3=O)ccc12 (configuration not stated)	-0.4	14	4	-1.6	32	-2.9	45*	-0.4	3.0
Cc1ccc(C(=O)CSc2nnc(C(C)C)n2C)cc1C	1.2	-1	-1	1.8	1	/	2	-1.9	-0.8
COc1ccc(C[C@H]2CN3C(=NC[C@@H]3C(C)C)N2CCNC(=O)CCC2CCCCC2)cc1	0.1	-1	-4	-3.1	-15	-0.5	-1	-2.1	-0.9
CCCCNC(=S)Nc1ccc(-c2nc3ccc(C)cc3s2)cc1	-1.0	21	-2	-1.3	-6	/	56*	6.4	0.4
COC(=O)c1sc2ccccc2c1NC(=O)c1ccc(S(=O)(=O)N2CCCCC2)cc1	0.9	5	1	-1.5	-1	/	-2	2.2	0.5
c1ccn2c(Cc3nnc4ccccn34)nnc2c1	-1.2	9	-2	-1.6	-4	-1.4	2	-2.4	-0.9
Cc1cc(C(=O)c2ccccc2)cc(C)c1O	-1.4	12	-3	-4.4	10	/	-3	/	0.6
O=C(Oc1ccc(N(C(=O)c2ccncc2)S(=O)(=O)c2ccc(Cl)cc2)cc1)c1ccncc1	422*	-4	-5	-0.9	0	2.2	-2	-4.0	-0.1
COc1ccccc1NCC(=O)c1ccc(Cl)cc1	-0.6	-2	16	0.8	?	/	0	-0.5	1.8
Cc1ccc(-c2csc(NC(=O)CSc3ncn(-c4ccccc4)n3)n2)cc1	-1.6	-5	-6	-2.2	-8	-1.3	-1	-0.2	-0.8
O=C(CN1CCN(C(=O)C2CCCO2)CC1)Nc1ccc(Br)cc1 (configuration not stated)	1.7	0	-4	-1.9	-8	2.1	0	-0.5	-3.3
C[C@@H]1CN([C@@H](C)CO)C(=O)Cc2cc(NC(=O)C3CCCCC3)ccc2O[C@H]1CN(C)S(=O)(=O)c1ccccc1	-0.2	0	2	-4.8	-6	-0.1&-0.7	0	3.5	-0.6

Just BoNT A protease and GDH-TPI inh (6 entries from above):
SMILES,BoNT A protease,GDH-TPI inh
Cc1ccc(C(=O)CSc2nnc(C(C)C)n2C)cc1C,-0.8,-1
COc1ccc(C[C@H]2CN3C(=NC[C@@H]3C(C)C)N2CCNC(=O)CCC2CCCCC2)cc1,-0.9,-1
CCCCNC(=S)Nc1ccc(-c2nc3ccc(C)cc3s2)cc1,0.4,21
COC(=O)c1sc2ccccc2c1NC(=O)c1ccc(S(=O)(=O)N2CCCCC2)cc1,0.5,5
c1ccn2c(Cc3nnc4ccccn34)nnc2c1,-0.9,9
Cc1cc(C(=O)c2ccccc2)cc(C)c1O,0.6,12

Following part
SMILES	PfHsp40 rescue	GDH-TPI inh	Anthrax LF inh2	FadD28 binding	BoNT F protease	Mtb BioA inh	Mtb FBA inh	UGM FP inh	BoNT A protease
Cc1cc(C)n(-c2nc(SCCN3CCOCC3)c3c4c(sc3n2)CCCC4)n1	-0.1	6	-3	-5.4	-10	0.1	-1	/	-0.2
COC(=O)c1cc(CSc2nnc(NC3CCCCC3)s2)oc1C	0.8	11	9	-2.7	-2	-0.6	-1	-0.1	-0.2
COc1cccc(NC(=O)COC(=O)/C=C/c2c(C)nn(-c3ccccc3)c2C)c1	4.4	-3	0	-3.7	-3	-0.6	-4	-2.4	-2.6
CCOC(=O)c1sc(NC(=O)C(CC)OC(=O)c2ccco2)nc1C (configuration not stated)	1.5	5	-2	-3.2	-17	0.6	2	0.5	-3.6
Fc1cccc(C2NC(=S)NC3=C2N2CCC3CC2)c1 (configuration not stated)	-0.8	1	-4	-2.0	-3	-1.0	0	1.0	-2.3
Cc1cc(C)nc(NS(=O)(=O)c2ccc(Br)cc2)n1	-0.2	-4	5	-3.9	-1	2.6	-10	-1.8	0.6
COc1ccc(NC(=O)Cn2nnc(C(=O)NCc3ccccc3)c2N)c(OC)c1	1.7	-2	0	-1.9	-5	-0.9	-3	2.2	0.1
COc1cc(/C=C(\CC(=O)O)c2nc3ccccc3s2)cc(OC)c1O	0.2	39*	2	1.9	-1	/	7	-0.2	-1.0

Copied from the list.
Cc1ccc(C(=O)CSc2nnc(C(C)C)n2C)cc1C in PfHsp40 rescue → 1.2
COc1ccc(NC(=O)C(=O)NCCC2CCCCN2S(=O)(=O)c2cccs2)cc1 (configuration not stated) in BoNT A protease → -0.4
COc1cccc(NC(=O)COC(=O)/C=C/c2c(C)nn(-c3ccccc3)c2C)c1 in Mtb BioA inh → -0.6
